# ABCG2 inh: blocks JC-1 efflux by human ABCG2 transporter; 190,000 compounds, 0.1% hits; IgMXP3 cells, flow cytometry; inhibition, % at 6.6 µM; Q9UNQ0;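 active = inhibition above 80%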;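 also: 0% = DMSO and 100% = nicardipine control wells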
# Target sequence (Q9UNQ0 whole entry, looked up): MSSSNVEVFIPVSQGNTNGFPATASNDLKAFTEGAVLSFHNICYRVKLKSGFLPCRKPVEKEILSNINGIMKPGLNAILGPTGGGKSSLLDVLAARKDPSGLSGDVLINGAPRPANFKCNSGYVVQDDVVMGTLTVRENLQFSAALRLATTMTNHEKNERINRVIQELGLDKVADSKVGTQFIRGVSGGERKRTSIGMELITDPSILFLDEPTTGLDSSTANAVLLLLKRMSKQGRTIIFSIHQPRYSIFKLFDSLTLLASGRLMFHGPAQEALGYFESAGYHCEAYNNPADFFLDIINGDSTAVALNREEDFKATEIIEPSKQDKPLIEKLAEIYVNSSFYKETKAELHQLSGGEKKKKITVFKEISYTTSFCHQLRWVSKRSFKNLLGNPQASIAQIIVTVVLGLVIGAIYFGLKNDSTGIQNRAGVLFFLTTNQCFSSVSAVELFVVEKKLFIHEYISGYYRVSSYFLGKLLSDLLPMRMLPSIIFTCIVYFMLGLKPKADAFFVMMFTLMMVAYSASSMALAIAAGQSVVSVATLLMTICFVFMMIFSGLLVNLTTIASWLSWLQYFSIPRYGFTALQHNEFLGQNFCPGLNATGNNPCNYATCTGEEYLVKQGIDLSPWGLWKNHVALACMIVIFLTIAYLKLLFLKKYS
#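 Times: 10 min at 25 °C | Test system: Two drug-resistant human cell lines, ABCG2 and ABCB1 | Quantity: 3 million cells/mL final, two lines in 1:1 ratio | Signal: Flow cytometry, 530 nm JC-1 signal | Dosing: Compound at 6.6 µM | Controls: Nicardipine and DMSO wells | Reagent: JC-1 as fluorescent efflux pump substrate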
# ABCB1 inh: human ABCB1 inhibition, ABCG2 as counter-screen. P08183. CCRF-Adr cells, JC-1 efflux, flow cytometry. inhibition, % at 6.6 µM. 190,000 compounds, 0.067% hits. AID 1326; in the data active = inhibition above about 40%;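 also: 0% = vehicle and 100% = reference inhibitor; higher value means more JC-1 retained so stronger ABCB1 efflux block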
# Avidin bead fluor: compound fluoresces at 488/530 nm on avidin beads | 220,000 compounds, 0.38% hits | compound fluorescence 488/530 nm, flow cytometry; stronger effect = higher value | AID 1775 | fluorescence (KMESF) at 10 µM; in the data active = fluorescence above about 47; also: inactives centre near 10
# Cdc42 wt GTP: human Cdc42 wildtype GTP binding change, either direction; P60953; GST-Cdc42 beads, Bodipy-GTP binding, flow cytometry; actives lie on both sides; percent activity (GTP binding), % at 10 µM; 190,000 compounds, 0.2% hits;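 active = percent activity GTP binding at least 20 points away from the 100% baseline, either down as inhibitor or up as activator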;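 also: median bead fluorescence of bound Bodipy-FL-GTP at 100 nM; 0% = excess unlabeled GTP control and 100% = no compound control; below 100% means less GTP binding so inhibitor and above means activator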
# Pf gametocyte: inhibitors of late stage P. falciparum gametocyte viability | P. falciparum stage V gametocytes, ATP luminescence, 24 h | inhibition, % at 10.9 µM | 150,000 compounds, 0.065% hits;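 active = inhibition above the mean plus 3 SD of compounds within the control limits, set per campaign, cut at about 38% in these data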;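 also: 0% = DMSO wells and 100% = medium only without gametocytes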
# Rac1 wt modul: human Rac1 wildtype GTP binding, inhibitors and activators. GTP binding activity (% of control), % at 10 µM. P63000. AID 757. GST-Rac1 beads, fluorescent GTP binding, flow cytometry; actives lie on both sides; 0 = cold GTP competed, 100 = untreated. 190,000 compounds, 0.27% hits;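 active = GTP binding activity at least 20 points away from the 100% control level, either lower or higher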
# Rab7 wt modul: modulators of GTP binding to dog Rab7 wildtype GTPase; GST-Rab7 beads, fluorescent GTP binding, flow cytometry; actives lie on both sides; untreated = 100%, excess cold GTP = 0%; AID 758; GTP binding activity (percent of control), % at 10 µM; 190,000 compounds, 0.055% hits;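 active = fluorescent GTP binding to Rab7 beads changed by at least 20 points from the 100% baseline, either direction, mostly lower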;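 also: median green fluorescence of bound Bodipy-FL-GTP per Rab7 bead population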
# Rab2A wt mod: changes GTP binding to wildtype dog Rab2A, up or down; P61105; GST-Rab2 wt beads, Bodipy-GTP binding, flow cytometry; GTP binding activity, % at 10 µM; 190,000 compounds, 0.19% hits; AID 760;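 active = GTP binding activity at least 20 points away from 100%, either lowered or raised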;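 also: 0% = beads with excess unlabeled GTP and 100% = no-compound control corrected for plate trend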
# HRas wt GTP: modulators of GTP binding to human HRas wildtype; P01112; GST-Ras wt beads, Bodipy-FL-GTP binding, flow cytometry; actives lie on both sides; 190,000 compounds, 0.14% hits; GTP binding activity, % at 10 µM;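 active = GTP binding activity at least 20% away from the 100% baseline, either lowered as inhibitor or raised as activator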;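 also: 0% = unlabeled GTP competition control and 100% = no-compound control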
# Mcl1-Noxa inh: Mcl-1/Noxa interaction inhibition; 220,000 compounds, 1.5% hits; inhibition, % at 21.7 µM; TR-FRET Mcl-1/Noxa peptide binding, 2 h;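 active = compounds that cut the protein-peptide binding signal by more than 50% relative to plate controls in a single-dose test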;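 also: His-tagged Mcl-1 with rhodamine Noxa BH3 peptide and terbium anti-His antibody; 0% = Mcl-1 plus Noxa peptide wells and 100% = peptide-only wells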
# Target sequence (Q07820 whole entry, looked up): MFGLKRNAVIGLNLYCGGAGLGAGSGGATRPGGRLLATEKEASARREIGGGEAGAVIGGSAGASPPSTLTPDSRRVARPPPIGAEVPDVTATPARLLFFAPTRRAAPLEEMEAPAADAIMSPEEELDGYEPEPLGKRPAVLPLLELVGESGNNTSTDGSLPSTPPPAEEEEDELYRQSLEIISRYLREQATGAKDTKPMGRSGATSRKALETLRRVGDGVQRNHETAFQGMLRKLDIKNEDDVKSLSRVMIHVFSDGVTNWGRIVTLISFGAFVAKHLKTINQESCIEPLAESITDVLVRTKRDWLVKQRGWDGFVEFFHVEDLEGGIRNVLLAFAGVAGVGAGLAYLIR
# Rac1 act GTP bind: alters GTP binding to activated mutant human Rac1 | P63000 | GST-Rac1 activated beads, fluorescent GTP binding, flow cytometry; actives lie on both sides; 100% means binding = to untreated wells | percent activity (GTP binding), % at 10 µM | 190,000 compounds, 0.11% hits | AID 764;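 active = GTP binding at least 20 percentage points away from the 100% baseline, in either direction, so actives lie on both sides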
# Numbers without * were called inactive; / = not tested or not shown.
SMILES,ABCG2 inh,ABCB1 inh,Avidin bead fluor,Cdc42 wt GTP,Pf gametocyte,Rac1 wt modul,Rab7 wt modul,Rab2A wt mod,HRas wt GTP,Mcl1-Noxa inh,Rac1 act GTP bind
C/C(=N\NC(=O)c1c(Cl)c(C)nn1C)c1cccc(NC(=O)COc2ccc(Cl)cc2)c1,1.3,0.1,11,99.0,/,107.0,99.0,99.0,99.0,7.1,97.0
O=C(c1ccco1)N1CCN(C(=O)c2ccccc2Oc2ccccc2)CC1,1.0,0.6,35,100.0,6.7,103.0,102.0,101.0,100.0,3.2,99.0
COc1ccc2c(C)nc(Nc3nc(C)cc(C)n3)nc2c1,0.4,0.1,17,109.0,-4.1,106.0,104.0,109.0,108.0,13.5,102.0
Cc1cccc(C)c1NC(=O)CN(C)C(=O)C(c1ccccc1)c1ccccc1,-8.2,0.1,11,99.0,-27.9,103.0,100.0,102.0,101.0,-4.2,102.0
Brc1ccc(CNc2cc3c(cc2Br)OCCO3)cc1,2.0,0.0,9,93.0,-2.8,99.0,104.0,95.0,96.0,3.0,92.0
CSc1cc(/C=N/O)c(SC)s1,6.2,0.8,22,90.0,23.2,94.0,95.0,91.0,93.0,9.0,94.0
COc1ccc([N+](=O)[O-])cc1NC(=O)c1cc(C)c(C)o1,1.8,0.5,9,102.0,0.0,100.0,109.0,104.0,104.0,13.7,97.0
CC(C(=O)Nc1nc2ccccc2s1)n1cc([N+](=O)[O-])cn1 (centres undefined),9.2,0.9,14,100.0,-11.1,103.0,100.0,101.0,100.0,15.2,96.0
CCc1nccn1S(=O)(=O)c1ccc(C)c(C)c1,-0.5,0.1,8,104.0,/,108.0,104.0,101.0,105.0,-12.6,98.0
CCOC(=O)/C=C(/C)N1N=C(c2ccc(OC)cc2)CC1c1cccc([N+](=O)[O-])c1 (centres undefined),-3.8,-0.8,12,98.0,-6.0,104.0,100.0,99.0,98.0,13.1,98.0
Cn1c(C(=O)O)c(CC(=O)Nc2ccccc2F)c2ccccc21,5.5,0.5,24,98.0,/,101.0,97.0,98.0,96.0,-3.8,97.0
CCN(CC)C(=O)Oc1ccc2c(=O)c(-c3ccccc3)coc2c1,52.6,1.1,9,98.0,14.8,99.0,98.0,97.0,98.0,1.3,100.0
Oc1ccc2n[nH]nc2c1,-1.3,-2.4,14,105.0,-1.1,104.0,100.0,99.0,101.0,27.2,98.0
CCC1(CC)C(=O)N=C2c3ccccc3C(=O)N21,2.5,0.8,8,96.0,-16.3,104.0,92.0,95.0,97.0,-14.7,99.0
CCCc1nnc(NC(=O)OCC)s1,0.3,0.2,9,98.0,-22.9,100.0,102.0,98.0,98.0,-12.7,98.0
Cc1ncsc1CCOC(=O)c1cccnc1,0.7,-0.1,10,105.0,-10.7,103.0,100.0,101.0,101.0,23.7,100.0
O=C(N/N=C/c1ccc2c(c1)OCO2)c1ccc2ccccc2n1,-1.1,-0.6,10,90.0,/,89.0,91.0,90.0,91.0,11.6,90.0
CCOC(=O)Cn1nc(/C=C/c2ccccc2)ccc1=O,21.1,0.4,17,100.0,22.4,104.0,100.0,102.0,103.0,10.4,96.0
COc1cccc(NC(=O)N(CCCN2CCOCC2)C(C)c2cc3ccccc3o2)c1 (centres undefined),6.0,3.7,12,105.0,/,103.0,104.0,102.0,104.0,19.5,98.0
CCN1C(=O)C2C(c3cccc(F)c3)NC(CC)(C(=O)OC)C2C1=O (centres undefined),1.4,0.1,8,101.0,-5.0,103.0,98.0,101.0,102.0,-14.6,100.0
Cc1nnc(SCC2=C(C(=O)O)N3C(=O)C(NC(=O)Cn4nc(C)c(Cl)c4C)C3SC2)s1 (centres undefined),1.6,0.3,8,94.0,/,98.0,102.0,94.0,97.0,15.5,95.0
C/C(CCC(=O)OC[C@H]1O[C@H](C#Cc2ccccc2)C=C[C@@H]1Oc1ccc(C)cc1)=N\O[C@@H](C)CN1CCCCc2nc(C)c(C)cc21,15.2,9.1,12,102.0,/,104.0,100.0,101.0,101.0,-6.4,97.0
CCCCN1C(=S)NC[C@@H]1Cc1ccccc1,2.2,1.0,6,98.0,24.3,99.0,103.0,99.0,99.0,6.3,96.0
Cc1cc(O)cc(O)c1C(=O)Cc1cscn1,0.9,-0.3,18,105.0,17.8,102.0,100.0,101.0,102.0,10.3,99.0
CCN1C(=O)/C(=C2/Sc3ccc(OC)cc3N2C)SC1=Nc1ccc(OC)cc1,21.1,2.4,7,98.0,12.3,100.0,95.0,97.0,96.0,9.0,93.0
O=c1c2ccccc2nc(-c2ccc([N+](=O)[O-])cc2)n1O,10.9,0.9,6,96.0,/,96.0,95.0,94.0,94.0,14.3,93.0
COc1cc(C(=O)NCc2nnc(SCC(=O)Nc3cc(C)cc(C)c3)o2)cc(OC)c1OC,0.1,-0.1,38,102.0,/,99.0,100.0,98.0,99.0,7.3,96.0
CCN(CC)C(=O)CSc1nc2ccc(NC(=O)CSc3nccn3C)cc2s1,38.2,2.0,17,104.0,/,107.0,101.0,98.0,101.0,55.6*,99.0
Cc1ccc(N2C(=O)C3C4C=CC(C4)C3C2=O)cc1C (centres undefined),2.6,1.0,10,100.0,/,98.0,103.0,102.0,100.0,16.8,98.0
CC(=O)c1ccc(N2CCN(C(=O)C3CCC3)CC2)cc1,-0.5,0.0,6,100.0,-3.4,100.0,100.0,100.0,98.0,8.5,98.0
O=c1c2ccccc2c(C=Nc2ccc(S(=O)(=O)N3CCCCC3)cc2)c(O)n1-c1ccc(Cl)cn1,-2.1,-9.2,15,100.0,-43.5,102.0,96.0,95.0,96.0,15.1,98.0
Cc1c(C(=O)OC2CCC(C)CC2)[nH]c2c1C(=O)CCC2 (centres undefined),4.5,0.5,7,104.0,/,105.0,99.0,104.0,104.0,10.6,101.0
CC(=O)Nc1c(C(=O)NCc2ccccc2)nnn1Cc1ccccc1,1.8,0.1,8,106.0,-7.4,110.0,103.0,105.0,106.0,7.7,103.0
COc1ccc(C2CC(=O)c3cnc(N4CCc5ccccc54)nc3C2)c(OC)c1 (centres undefined),4.3,1.1,10,94.0,/,97.0,103.0,95.0,97.0,-10.0,93.0
Cc1cc(=O)oc2cc(OCC(=O)NCc3ccccn3)ccc12,3.9,1.0,11,107.0,9.9,104.0,101.0,103.0,103.0,13.4,102.0
CNC(=S)Nc1ccc([N+](=O)[O-])c(C)c1,2.6,0.1,9,100.0,-13.8,103.0,102.0,101.0,99.0,11.5,97.0
Cc1ccc(-c2ccnc3nc(Sc4ncc(C(F)(F)F)cc4Cl)nn23)cc1,17.0,1.4,27,101.0,17.9,107.0,103.0,102.0,102.0,-0.8,99.0
Nc1nnc(CC(=O)N/N=C/c2ccc(-c3ccccc3)o2)s1,-4.4,0.0,9,101.0,/,99.0,99.0,97.0,97.0,8.0,97.0
CCCNC(=O)OC[C@H]1O[C@H](CCO/N=C/[C@@H](NS(=O)(=O)c2ccc(C)cc2)[C@H](C)/C=C/CC(=O)OC)C=C[C@@H]1Oc1ccc(OC)cc1,10.6,8.2,10,102.0,/,103.0,103.0,100.0,98.0,-37.5,95.0
COc1ccc(-c2nn(-c3ccccc3)cc2/C=N/NC(=O)c2cccc(S(=O)(=O)Nc3ccccc3Cl)c2)cc1,-2.8,-0.5,5,97.0,-23.0,98.0,95.0,101.0,99.0,5.4,97.0
O=C(CN1CCOCC1)Nc1scc(-c2ccccc2)c1C(=O)N1CCOCC1,2.6,1.6,27,99.0,/,100.0,98.0,99.0,100.0,10.0,96.0
COc1ccc(-c2cn3c(C)c(C(=O)N4CCN(c5ccc(F)cc5)CC4)sc3n2)cc1,2.3,0.8,7,102.0,/,100.0,97.0,99.0,102.0,20.7,100.0
CC(=O)N(Cc1ccc(F)cc1)C1=C(NCCc2ccccc2)C(=O)c2ccccc2C1=O,3.2,1.7,8,96.0,/,97.0,100.0,97.0,98.0,-5.3,96.0
O=C(CN1CCN(S(=O)(=O)c2ccccc2)CC1)Nc1ccc2c(c1)CCC2,6.2,0.7,4,100.0,-3.7,102.0,96.0,97.0,100.0,1.4,99.0
CCCNC(=O)NC(=O)COC(=O)CC(NC(N)=O)c1ccc(Cl)cc1 (centres undefined),-6.1,0.3,13,98.0,2.3,103.0,100.0,101.0,101.0,-6.2,100.0
CC1(C)OC(=O)C(=CNc2ccccc2F)C(=O)O1,1.3,0.4,12,101.0,8.8,100.0,100.0,99.0,102.0,5.7,95.0
COCCOc1cc(NC(=O)CS(=O)(=O)CC(=O)N(C)C)c(Cl)cc1Cl,4.9,0.9,3,98.0,/,97.0,98.0,97.0,94.0,13.1,94.0
Cc1ccc(OCCN2CCN(c3ncnc4sc(C)c(C)c34)CC2)cc1,5.6,1.1,10,106.0,-23.4,103.0,102.0,103.0,103.0,7.6,102.0
Cc1ccc(C)c(NC(=S)NCCc2ccc(F)cc2)c1,22.2,1.0,7,97.0,-28.5,103.0,100.0,96.0,99.0,4.2,96.0
O=C(Nn1cnc2ccccc2c1=O)c1ccc([N+](=O)[O-])cc1Cl,4.1,1.2,9,97.0,-13.4,96.0,104.0,94.0,96.0,-7.2,97.0
O=C(NCCCn1ccnc1)c1ccccc1NS(=O)(=O)c1ccc(F)c(F)c1,1.2,1.0,3,99.0,/,100.0,101.0,101.0,101.0,17.6,99.0
CCOc1ccccc1NS(=O)(=O)c1ccc(Br)s1,1.9,0.2,11,99.0,-7.9,96.0,101.0,100.0,97.0,12.3,95.0
O=C(OCC(=O)N1CCN(C(=O)c2ccco2)CC1)c1cccc(S(=O)(=O)N2CCc3ccccc32)c1,2.4,2.2,7,94.0,-27.2,93.0,98.0,96.0,94.0,1.0,92.0
O=C(COC(=O)CN1C(=O)C(=O)c2ccccc21)OCN1C(=O)c2ccccc2C1=O,3.7,2.0,3,99.0,/,104.0,97.0,98.0,100.0,10.1,99.0

# Looked up by structure from above:
SMILES,ABCG2 inh,ABCB1 inh,Avidin bead fluor,Cdc42 wt GTP,Pf gametocyte,Rac1 wt modul,Rab7 wt modul,Rab2A wt mod,HRas wt GTP,Mcl1-Noxa inh,Rac1 act GTP bind
Cc1cc(=O)oc2cc(OCC(=O)NCc3ccccn3)ccc12,3.9,1.0,11,107.0,9.9,104.0,101.0,103.0,103.0,13.4,102.0
O=C(NCCCn1ccnc1)c1ccccc1NS(=O)(=O)c1ccc(F)c(F)c1,1.2,1.0,3,99.0,/,100.0,101.0,101.0,101.0,17.6,99.0
CNC(=S)Nc1ccc([N+](=O)[O-])c(C)c1,2.6,0.1,9,100.0,-13.8,103.0,102.0,101.0,99.0,11.5,97.0
